# Tb PFK inh: inhibitors of T. brucei phosphofructokinase; T. brucei PFK, ADP-Glo luminescence; Potency, µM (doses to about 57.5 µM), for inactives: at the highest dose activity, negative = inhibition, hits mostly inhibitors; actives 0.17% (n = 330,000); AID 485367;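 further: potency means the concentration at half of the fitted maximal effect; 0% = uninhibited 1x PFK enzyme wells and -100% = no-enzyme wells; nearly all actives have a fitted effect of over 60% in size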
# Target sequence (O15648 whole entry, looked up): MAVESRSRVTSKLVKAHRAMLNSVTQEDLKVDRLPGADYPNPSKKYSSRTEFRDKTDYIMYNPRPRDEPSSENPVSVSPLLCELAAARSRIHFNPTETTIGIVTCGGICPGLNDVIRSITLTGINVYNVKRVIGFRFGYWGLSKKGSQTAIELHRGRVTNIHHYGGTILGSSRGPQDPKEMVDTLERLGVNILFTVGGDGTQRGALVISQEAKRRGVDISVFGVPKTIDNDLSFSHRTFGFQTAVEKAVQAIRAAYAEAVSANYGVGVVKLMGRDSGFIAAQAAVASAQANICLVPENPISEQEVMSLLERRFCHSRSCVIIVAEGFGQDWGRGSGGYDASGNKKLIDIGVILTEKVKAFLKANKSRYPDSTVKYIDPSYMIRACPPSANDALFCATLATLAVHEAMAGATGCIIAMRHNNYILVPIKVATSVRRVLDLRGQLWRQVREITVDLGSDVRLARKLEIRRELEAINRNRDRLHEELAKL
#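 PFK 1.25 nM, F6P 0.5 mM, ATP 0.1 mM, 0.1 M TEA pH 8.0, 5 mM MgCl2, 0.01% Tween20, 0.1% BSA; 45 min RT. ADP-Glo readout. qHTS titration up to 57 uM; curves fitted, compounds curve-classed.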
# RORg inh: inhibitors of mouse ROR gamma transcriptional activity | P51450 | Drosophila S2 Gal4-RORgamma UAS-luciferase reporter, 20 h | Potency, µM (series often up to 53.6 µM), without a hit: at the top dose activity change, negative = inhibition, hits mostly inhibitors | actives 5.4% (n = 310,000) | AID 2551; further: potency means the concentration at half of the fitted maximal effect; on the % scale 0 is the no-effect control and ±100 the full control effect; nearly all actives have a fitted effect of over 60% in size
#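 Stable Schneider cell line, Gal4 DNA-binding domain fused to ROR gamma, UAS-luciferase. Cmpd 1 hr RT → CuSO4 700 uM final → 20 hr RT → luciferase reagent 10 min → luminescence.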
# NPC1 promoter act: activators of NPC1 promoter; Potency, µM (doses to about 9.22 µM), for inactives: at the highest dose activation, usual class: activators; actives 2.4% (n = 320,000); Huh7 NPC1 promoter luciferase reporter, 24 h;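 further: potency means the concentration at half of the fitted maximal effect; % of control where 0% means no effect; nearly all actives have a fitted effect of over 60% in size; reporter is driven by a mutant NPC1 promoter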
#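 NPC1 promoter–luciferase Huh7 cells; 24 h compound; luminescence.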
# FBPA coupling cs: counter-screen for Giardia aldolase inhibitors: coupling enzyme system. AID 2472. actives 0.67% (n = 290,000). coupling enzyme system counterscreen, AmpLite Red fluorescence. activity change, negative = inhibition, % at 58.2 µM, hits read low; in the data active means activity change below about -30%; further: on the % scale 0 is the no-effect control and ±100 the full control effect
#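 Counterscreen of the coupled detection system alone, without aldolase: glyceraldehyde-3-phosphate coupling enzymes plus AmpLite Red readout. Compounds at 57.5 uM final, 10 min RT preincubation, 20 min RT reaction, fluorescence 525/598 nm.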
# ELG1 genotoxic: inducers of genotoxicity in HEK293T ELG1-luciferase cells | HEK293T ELG1-luciferase reporter, luminescence, 16 h | Potency, µM (highest dose often 46 µM), without a hit: at the top dose activity change, positive = activation, actives largely listed as activators | actives 1.3% (n = 330,000) | AID 504466; further: potency means the concentration at half of the fitted maximal effect; % of control where 0% means no effect; nearly all actives have a fitted effect of over 60% in size
#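 DMSO vehicle served as control against compound-treated ELG1-luciferase HEK293T cells; exposure lasted 16 hr at 37 °C and 5% CO2, followed by ONE-Glo luminescence detection after 30 min.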
# Rab9 prom act: activates the Rab9 promoter; Huh7 Rab9 promoter-luciferase reporter, luminescence, 24 h; Potency, µM (doses to about 9.22 µM), for inactives: at the top dose activation, negative = inhibition, most hits filed as activators; actives 2.8% (n = 320,000); further: potency means the concentration at half of the fitted maximal effect; % of control where 0% means no effect; nearly all actives have a fitted effect of over 60% in size
#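 Cells were plated at 1500 per well in reduced-serum medium with 10% FBS and left 2 h. Compound in DMSO was then added for 24 h at 37 °C. Reporter signal was read by luminescence after 10 min with luciferase detection reagent.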
# Giardia kill: Giardia lamblia killing; Giardia lamblia trophozoite viability; activity change, % at 7.66 µM, hits read low; actives 0.15% (n = 340,000); AID 540267; in the data active means activity change below about -80%; inconclusive means between about -30% and that limit;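 further: parasites exposed to compound for two days anaerobically before the ATP read; on the % scale 0 is the no-effect control and ±100 the full control effect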
#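 Luminescent ATP signal served as the viability read-out, measured 15-30 min after adding ATP detection reagent to trophozoites that had been incubated with compounds for 48 hrs at 37 deg C anaerobically at 100 cells/well.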
# uPA surface inh: cell surface uPA generation inhibition; actives 0.31% (n = 330,000); Potency, µM (series often up to 38.3 µM), for the others: at the top dose activity change, negative = inhibition, actives largely listed as inhibitors; cell surface uPA generation assay, qHTS; active means well fitted inhibition curve with a large enough effect; inconclusive means small, poorly fitted or top-dose-only effect; inactive means no such curve, though single readings can be large or run the other way; tested in mouse RAW 264.7 cells; further: potency means the concentration at half of the fitted maximal effect; on the % scale 0 is the no-effect control and ±100 the full control effect; nearly all actives have a fitted effect of over 55% in size
# FLuc counter: inhibits or activates purified firefly luciferase, miR-21 counter-screen; purified FLuc, Km substrates, luminescence inhibition; Potency, µM (top dose mostly 57.5 µM), for the others: top-dose activity change, negative = inhibition, hits mostly inhibitors; actives 6.9% (n = 360,000); AID 588342;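 further: potency means the concentration at half of the fitted maximal effect; plate controls were vehicle for no effect and reference inhibitor for full effect; nearly all actives have a fitted effect of over 55% in size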
# Target sequence (P08659 whole entry, looked up): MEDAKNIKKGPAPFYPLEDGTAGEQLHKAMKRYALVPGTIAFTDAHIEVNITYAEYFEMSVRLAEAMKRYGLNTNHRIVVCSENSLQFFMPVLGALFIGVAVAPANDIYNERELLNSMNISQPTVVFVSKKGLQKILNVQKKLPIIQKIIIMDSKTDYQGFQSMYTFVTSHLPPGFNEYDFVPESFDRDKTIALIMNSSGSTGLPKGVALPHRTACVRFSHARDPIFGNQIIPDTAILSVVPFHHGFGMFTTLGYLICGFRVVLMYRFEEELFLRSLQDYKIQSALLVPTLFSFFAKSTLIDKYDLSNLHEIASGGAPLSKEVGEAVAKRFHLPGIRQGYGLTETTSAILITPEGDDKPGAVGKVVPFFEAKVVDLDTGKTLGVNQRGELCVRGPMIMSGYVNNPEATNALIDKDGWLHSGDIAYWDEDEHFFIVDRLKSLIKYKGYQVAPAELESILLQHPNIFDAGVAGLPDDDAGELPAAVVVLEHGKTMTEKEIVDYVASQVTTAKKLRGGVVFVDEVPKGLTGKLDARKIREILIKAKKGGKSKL
#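 Purified P. pyralis luciferase, 10 nM final, with Km-level 10 uM D-luciferin and 10 uM ATP in 50 mM Tris acetate pH 7.5, 10 mM Mg acetate, 0.01% Tween-20, 0.05% BSA; 6-point qHTS titration about 60 µM downward; luminescence read.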
# KCNH2 3.1 block: blocks the human KCNH2 3.1 channel isoform; actives 0.95% (n = 340,000); AID 720553; activity change, % (tested at about 1.8 µM); U2OS KCNH2 3.1, thallium flux FluxOr; stronger effect = lower value;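 active means maximum activity change below -70%; inconclusive means maximum activity change from -70% to -50%; inactive means maximum activity change above -50%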;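 further: thallium influx rate constant from kinetic fluorescence after stimulation buffer; on the % scale 0 is the no-effect control and ±100 the full control effect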
#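 Normalized rate constant (relative to positive and negative DMSO controls) derived from a 2 min kinetic fluorescence read after stimulation; U2OS cells expressing the 3.1 isoform via virus at 1.77 x 10^8 /mL.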
# VP16 counter: inhibits Gal4-VP16 luciferase reporter, ROR gamma counter-screen | Drosophila S2 Gal4-VP16 UAS-luciferase, luminescence, 20 h | Potency, µM (titrated, usually from 53.6 µM), for inactives: at the highest dose activity, negative = inhibition, actives largely listed as inhibitors | actives 3.5% (n = 310,000) | AID 2546;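 further: Gal4-VP16 expression switched on by copper sulfate through the metallothionein promoter; potency means the concentration at half of the fitted maximal effect; on the % scale 0 is the no-effect control and ±100 the full control effect; nearly all actives have a fitted effect of over 50% in size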
# * = called active by the depositor; ? = inconclusive; nt = not tested or not shown; & = joins results of further samples; [ ] = another dose, or the depositor's remark. Unless noted, the call rests on the fitted dose curve; in most records, active means well fitted curve in the direction sought with a large enough effect; inconclusive means small, poorly fitted or top-dose-only effect, or another doubt; inactive means no such curve, though single readings can be large; an effect the other way counts as inactive or inconclusive. The order is random (roughly 14% active in at least one column).
SMILES,Tb PFK inh,RORg inh,NPC1 promoter act,FBPA coupling cs,ELG1 genotoxic,Rab9 prom act,Giardia kill,uPA surface inh,FLuc counter,KCNH2 3.1 block,VP16 counter
CCN(CC)C(=O)CSc1nnc(-c2ccco2)n1Cc1ccco1,0%,-1%,-9%,-1,-4%,2%,0,nt,3%,5,2%
CCOC(=O)c1ccc(NC(=O)NCc2ccncc2)cc1,-2%,-5%,6%,-1,-1%,0%,-3,0%,-12%,-17,-3%
O=C(NC(=S)Nc1ccc(N2CCOCC2)cc1)c1cccs1,-4%,2.8µM*,?,-1,9%,0.79µM*,24,-13%,24µM*,0,?
CCCN(CC1CC1)C(=O)CSc1ncnc2sc(C)c(C)c12,2%,4%,0%,7,-6%,-2%,9,nt,-1%,3,5%
CC1(c2cccc(Br)c2)NC(=O)N(CC(=O)Nc2ccc3c(c2)OCCO3)C1=O (stereo unspecified),0%,nt,nt,nt,-5%,nt,-5,21%,nt,-4,nt
COc1cccc(/C=N/Nc2ccc(C(=O)O)cc2)c1O,-11%,0.032µM*,-39%[inhibitor],1,-19%,-35%[inhibitor],6,?,0.19µM*,-2,?
O=C(Nc1ccc2c(c1)OCO2)C1CCN(C(=O)c2ccc(Cl)cc2)CC1,-9%,5%,-4%,-1,0%,-12%,-14,1%,-5%,-6,-3%
COc1cc(C(=O)Nc2sc(C)c(C)c2C(=O)O)cc(OC)c1OC,-3%,-42%,3%,2,1%,-1%,14,3%,?,5,-8%
O=C(Nc1nc2ccccc2n1Cc1ccccc1)c1ccco1,0%,2µM*,0%,-9,-15%,-2%,3,2%,-3%,-5,2.5µM*
COc1cc(NC(=O)c2ccc3c(SCC(=O)O)c4c(nc3c2)CCC4)cc(OC)c1OC,2%,-4%,-3%,nt,4%,0%,14,-8%,-16%,0,3%
COc1ccccc1C(=O)NCCC(=O)NCC(c1ccco1)N1CCCC1 (stereo unspecified),-1%,nt,1%,nt,-3%,-2%,7,5%,7%,-6,nt
CC(C)(C)NC(=O)NC(=O)CSc1nncs1,1%,6%,1%,0,2%,2%,-7,-1%,-3%,-15,-3%
O=C(Cn1ncc2c3ccccc3n(Cc3ccc(Cl)cc3)c2c1=O)NCCCN1CCCC1=O,1%,26%,-1%,1,0%[9.26 µM],-2%,-15,-11%,1%,6,-7%
C=CCNC(=S)NNc1nc2c(c(=O)[nH]1)C1(CCCC1)Cc1ccccc1-2,-3%,2.8µM*,-2%,-5,0%,-12%,6,-2%,1%,2,3.2µM*
COC(=O)[C@H](C)NC(=O)/C=C/c1ccc(OC)cc1,-4%,-3%,0%,2,7%,0%,-16,2%,-11%,nt,4%
Cc1ccccc1C(=O)N1CCN(c2ccc(NC(=S)NC(=O)c3cccs3)cc2)CC1,1%,2.8µM*,-8%,-1,-18%,-22%,37[activator],?,0%,-6,5.6µM*
CNc1ccccc1C(=O)OCC(C)=O,3%,-3%[10 µM],-4%,-1&1,-2%,-3%,1,11%,2%,-3,-4%[10 µM]
CN(C)CCNC(=O)CNC(=S)N(Cc1ccccc1)Cc1ccccc1F,-1%,-12%,-1%,1,-2%,1%,-20,-2%,0%,-2,2%
O=C(NCCCN1CCCC1=O)c1cccc(S(=O)(=O)Nc2ccc(F)cc2)c1,0%,nt,-1%,nt,0%,-2%,-11,2%,11%,-7,nt
CCN(CC)S(=O)(=O)c1ccc(N=N/C(C(C)=O)=C(/C)O)cc1,1%,45%,1%,0,-1%,5%,17,2%,6%,0,-1%
O=C(Nc1ccc(S(=O)(=O)Nc2ccccn2)cc1)c1cccc([N+](=O)[O-])c1,-2%,-10%,1%,1,-1%,14%,-9,-3%,3%,14,-1%
Cc1ccc(C(=O)OCC(=O)N2CCCCCC2)c(O)c1,-1%,nt,?,nt,13%,2.8µM*,5,2%,12µM*,19,nt
CC(NC(=O)c1ccc(F)cc1F)C1CC2CCC1C2 (stereo unspecified),-1%,1%,-3%,0,-8%,-3%,-3,-1%,-1%,-6,-11%
Cc1ccc(-c2nnc(Nc3ccccc3)c3ccccc23)cc1S(=O)(=O)NCC1CCCO1 (stereo unspecified),-2%,39%,-5%,-2,-7%,3%,-8,-12%,?,8,?
C=C(C)CSc1nc2sc3c(c2c(=O)n1-c1ccc(OC)cc1)CCN(C)C3,0%,-35%,-5%,3,0%,1%,5,8%,0%,-18,2%
CCC(=O)NCCNC(=O)c1c(SC)nsc1SC,-3%,-18%,-3%,-1,-2%,3%,-27,-5%,-1%,1,-8%
CC1=CC2=NC(=O)CC(C)(C(=O)N(CC(=O)NC3CCCC3)c3ccccc3C)N2C=C1 (stereo unspecified),1%,18%,-2%,0,-1%,0%,12,6%,1%,11,-1%
CCOC(=O)C1(Cc2ccc(OC)cc2)CCN(C(=O)Cc2cccnc2)CC1,-7%,29%,0%,1,0%,5%,-1,11%,-16%,-6,8%
COc1ccc(C(C(=O)NC2CCCC2)N(Cc2ccccc2)C(=O)c2snc(C(N)=O)c2N)cc1OC (stereo unspecified),-6%,8%,6%,-3,-10%,0%,-1,-4%,-3%,10,3%
Cc1cccc(N2N=C(C(=O)Nc3nc(C)cs3)CCC2=O)c1,-7%,-18%,-3%,0,-1%,-2%,4,-6%,-9%,5,3%
CCOc1cc2[nH]c(=S)n(CC3CCCN3CC)c(=O)c2cc1OCC (stereo unspecified),0%,10µM*,0%,-4,2%,-6%,14,nt,2%,12,3%
Cc1ccc(S(=O)(=O)Nc2cc(Cl)ccc2-n2cncn2)cc1,1%,nt,-2%,nt,4%,-1%,-9,0%,-1%,5,nt
C=CC[C@@H](CC(=O)NCCO)C(=O)N[C@H](COC(=O)[C@@H](CC=C)Cc1ccc(F)cc1)Cc1c[nH]c2ccccc12,0%,nt,nt,nt,-3%,nt,-6,-17%,nt,3,nt
Cc1cccc(Nc2nc(C)nc3c2oc2ccccc23)c1,5%,4%,15%,-1,-7%,17%,7,?,?,-6,2%
CN(C)CC(C)(C)CNC(=S)NCc1ccc2c(c1)OCO2,0%,-1%,0%,4,1%,-5%,-18,3%,1%,16,-15%
Cc1cc(C(=O)Cn2nnc(-c3ccc(Cl)cc3)n2)c(C)n1CC1CCCO1 (stereo unspecified),3%,-2%,-2%,7,-4%,-4%,-20,7%,-13%,9,32µM*
O=C(CN1CCOCC1)NNc1nc(-c2ccccc2)c2cc(Br)ccc2n1,-8%,8.9µM*,-2%,0,-14%,-6%,-6,-13%,2%,-20,-12%[10 µM]
c1ccc(COc2cccc(CN3CCN(c4ccccn4)CC3)c2)cc1,nt,26%,nt,1,nt,nt,11,-7%,-2%,-15,-19%
CCC(=O)c1c[nH]c(C(=O)N2CCN(c3ccccc3)CC2)c1,1%,22%,0%,-2,3%,-1%,-7,-3%,-1%,3,4%
C=CCn1c(N2CCCC2)nc2c1c(=O)[nH]c(=O)n2C,-9%,9%,-1%,-1,5%,-10%,-5,-2%,2%,-4,-1%
CC(=O)c1cccc(NC(=O)c2cnccn2)c1,1%,3%,-1%,-1,6%,0%,-6,-1%,1%,2,-4%
CCN(CC)S(=O)(=O)c1ccc(NC(=O)Cc2cccs2)cc1,-5%,33%,-2%,0,5%,-3%,5,-1%,-9%,-12,-7%[10 µM]
O=C(COC(=O)/C=C/c1ccc(S(=O)(=O)N2CCOCC2)cc1)Nc1ccc(F)c(F)c1F,4%,nt,nt,nt,5%,nt,-1,-3%,nt,1,nt
COc1ccc(OC)c(NC(=O)c2ccc(NC(C)=O)cc2)c1,0%,-7%,-2%,4,0%,-2%,-13,6%,-9%,-2,-5%
CNC(=O)c1cc(NC(=O)CCn2nc(-c3ccccc3)c3ccccc3c2=O)ccc1OC,-2%,-2%,-4%,3,-3%,-2%,16,-9%,2%,14,-5%
Cc1cc(Cl)c(OCCCCN2CCOCC2)c(Br)c1,-2%,-24%,1%,1,1%,3%,-8,0%,-11%,-7,5%
COc1ccc(-c2nnn(CC(=O)NC3CCCc4ccccc43)n2)cc1OC (stereo unspecified),6%,28%,-9%,1,2%,-2%,-3,-3%,2%,-10,1%
COCCn1cnnc1SCC(=O)Nc1cccc(S(=O)(=O)N(C)c2ccccc2)c1,-2%,38%,-3%,-5,1%,-3%,4,1%,-1%,0,-1%
CC(C)(C)n1nnnc1C(c1cccc(C(F)(F)F)c1)N1CCOCC1 (stereo unspecified),3%,-3%,-4%,3,-4%,-2%,-8,3%,6%,-1,2%

# Bioassay records: PubChem BioAssay, National Center for Advancing Translational Sciences (NCATS)
